From PubChem
Glyco luc inh = increase of ERlucT glycosylation luciferase signal, primary screen, N-linked glycosylation inhibitor project, D54 ERlucT cells, luminescence, set 2; D54 ERlucT glycosylation luciferase reporter, 24 h; percent of 100 nM tunicamycin response; reporter increase, % at 12.5 µM; 360,000 compounds, 0.23% hits; AID 588692, 2011;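 active = mean luciferase reporter signal, scaled so untreated is 0 and the glycosylation-blocking control 100, at or above a set limit in every replicate; inconclusive = mean reaches the limit but not every replicate does; inactive = mean below the limit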;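 note: luciferase carries N-glycosylation sites so blocking glycosylation raises the light; 0% = median of neutral control wells and 100% = median of 100 nM tunicamycin wells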
ABCB6 inh MLPCN = ABCB6 transporter inhibitors, primary screen, K562-ABCB6 cells, flow cytometry, MLPCN library. ATP-binding cassette sub-family B member 6 (Homo sapiens), Q9NP58. K562-ABCB6 porphyrin accumulation, 1 h; active compounds read low. fluorescence ratio to DMSO, % at 10 µM. 360,000 compounds, 0.19% hits. AID 602162, 2011;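 active = fluorescence ratio to DMSO below 75%, the collection mean minus 3 SD; inconclusive = too few cells collected in the well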;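 note: signal is porphyrin accumulated inside mitochondria; 100% equals median channel fluorescence of DMSO control wells; lower ratio means ABCB6 inhibition with less porphyrin fluorescence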
iPSC survival up = enhancers of single-cell hiPSC survival, primary screen, ATPlite luminescence; 100% = ROCK inhibitor wells, 0% = DMSO; 360,000 compounds, 0.044% hits; survival enhancement, % at 20 µM; in the data active = survival enhancement above about 18%;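 note: cells exposed to compounds for 16 hours before the ATP read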
Cardio protect = cardioprotection against H2O2-induced cell death, primary screen, uHTS, H9c2 cells, ATPLite luminescence; AID 588492, 2011; 360,000 compounds, 0.63% hits; H9c2 cardiomyocytes, H2O2 injury protection, 2 h; protection from H2O2 cell death, % at 20 µM;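 active = compounds giving at least 50% protection of heart cells from peroxide-induced death in the single-dose screen, raw or plate-pattern-corrected value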;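 note: 0% = DMSO wells with peroxide and 100% = DMSO wells without peroxide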
MC4R antagonist = MC4R antagonists of cAMP signaling, primary screen, cell-based, TR-FRET, antagonist arm of biased-ligand search; inhibition, % at 6.5 µM; Melanocortin receptor 4 (Homo sapiens), P32245; 360,000 compounds, 0.48% hits; MC4R-expressing cells, MTII-stimulated cAMP, LANCE TR-FRET;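 active = inhibition above its plate's cutoff, the mean of tested wells on that plate plus 3 SD, cut at about 29% in these data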;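 note: 0% = Melanotan II alone and 100% = Melanotan II plus saturating MCL0020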
Target sequence (P32245 whole entry, looked up): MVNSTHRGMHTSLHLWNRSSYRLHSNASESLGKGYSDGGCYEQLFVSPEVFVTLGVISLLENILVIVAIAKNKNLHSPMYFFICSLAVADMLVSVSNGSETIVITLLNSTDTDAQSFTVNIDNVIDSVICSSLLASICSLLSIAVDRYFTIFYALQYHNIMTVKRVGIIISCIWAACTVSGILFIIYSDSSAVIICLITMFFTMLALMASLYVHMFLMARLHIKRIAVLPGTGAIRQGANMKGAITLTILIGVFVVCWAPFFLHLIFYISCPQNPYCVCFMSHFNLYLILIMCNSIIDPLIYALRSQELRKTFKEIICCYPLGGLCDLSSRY
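System – human MC4R-expressing U2OS cells · Also added – Melanotan II · Dosing – one concentration, 6.5 µM nominal · Timing – 30-min compound, 1-h challenge, 1-h detection, room temperature · Measured by – Eu-cAMP/anti-cAMP TR-FRET, emission 671 nm · Replicates – singlicate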
HTR2A ag = mouse Htr2a agonists via beta-arrestin recruitment, primary screen, cell-based, luminescence. 5-hydroxytryptamine receptor 2A (Mus musculus), P35363. CHO-K1 mHTR2A beta-arrestin complementation; percent of 30 µM serotonin response. activation, % at 7.6 µM. 360,000 compounds, 0.66% hits. AID 624169, 2012;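 active = activation above a run cutoff, the mean activation of all tested compounds plus 3 SD, cut at about 14% in these data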;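 note: 0% = plate median of compound wells and 100% = 30 µM serotonin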
Target sequence (P35363 whole entry, looked up): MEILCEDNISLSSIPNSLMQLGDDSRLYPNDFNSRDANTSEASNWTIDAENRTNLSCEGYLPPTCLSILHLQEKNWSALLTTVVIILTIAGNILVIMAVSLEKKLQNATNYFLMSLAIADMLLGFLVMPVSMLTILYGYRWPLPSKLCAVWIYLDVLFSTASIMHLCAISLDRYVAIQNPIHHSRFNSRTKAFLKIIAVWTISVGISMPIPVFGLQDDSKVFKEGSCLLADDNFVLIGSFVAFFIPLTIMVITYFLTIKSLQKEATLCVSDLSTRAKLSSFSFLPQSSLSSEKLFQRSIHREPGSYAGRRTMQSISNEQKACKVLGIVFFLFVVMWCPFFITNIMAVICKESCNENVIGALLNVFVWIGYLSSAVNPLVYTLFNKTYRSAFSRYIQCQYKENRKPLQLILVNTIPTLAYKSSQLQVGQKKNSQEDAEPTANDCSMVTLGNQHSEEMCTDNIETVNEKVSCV
MC4R barr agon = MC4R agonists recruiting beta-arrestin, primary screen, cell-based, luminescence, agonist arm of biased-ligand search; Melanocortin receptor 4 (Homo sapiens), P32245; U2OS MC4R beta-arrestin complementation; percent of melanotan II response, DMSO zero; activation, % at 8.9 µM; 360,000 compounds, 0.98% hits; AID 540308, 2011;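 active = activation above a per-plate cutoff, the mean activation of sample wells on that plate plus 3 SD, cut at about 8% in these data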
Granule exo inh = LAMP-1 surface exposure blockers, TALL-104 cells – cell-based, flow cytometry, MLPCN library, primary screen. TALL-104 LAMP-1 surface exposure; cells stimulated with thapsigargin and PMA. inhibition, % at 10 µM. 360,000 compounds, 0.66% hits. AID 651702, 2012;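 active = inhibition above about 55%, limit read from the data; inconclusive = no clear call, values can overlap the other calls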
ABHD5-PLIN5 inh = ABHD5-PLIN5 interaction inhibitors, primary screen, cell lysate, split luciferase complementation, luminescence | Perilipin-5 (Homo sapiens) + 1-acylglycerol-3-phosphate O-acyltransferase ABHD5 (Homo … | Split G. princeps luciferase complementation, 4 h | inhibition, % at 4 µM | 360,000 compounds, 0.78% hits | AID 602281, 2012;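 active = inhibition above the mean inhibition across every tested compound plus 3 SD, cut at about 22% in these data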;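 note: 0% = DMSO only wells and the 100% control is not disclosed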
aDG glyco up = activators of alpha-DG glycosylation, primary screen, uHTS, Pro5-aDG cells, AlphaScreen; alpha-DG glycosylation AlphaScreen (IIH6); 0% Pro5, 100% B10-LARGE cell signal; activation, % at 10 µM; 360,000 compounds, 0.22% hits; AID 624168, 2012;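 active = activation of at least 8% versus controls, or a plate z-score of at least 8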;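 note: Pro5 are CHO cells carrying HIG-tagged alpha-DG that lacks glycosylation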
Starred values were filed as active, the others as inactive; ? = inconclusive; . = no result given.

SMILES	Glyco luc inh	ABCB6 inh MLPCN	iPSC survival up	Cardio protect	MC4R antagonist	HTR2A ag	MC4R barr agon	Granule exo inh	ABHD5-PLIN5 inh	aDG glyco up
CCC(=O)N(c1ccc(C(=O)O)cc1)c1nc(-c2ccc(OC)cc2)c(C)s1	-1	99	0.1	4	19	8	-1.8	4	4	-0.1
O=C(CN1C(=O)c2ccccc2S1(=O)=O)NCCSCc1ccccc1Cl	-3	102	0.5	0	11	-3	-0.4	-8	6	0.0
COc1ccc(S(=O)(=O)N2CCN(CCOc3ccc(Br)cc3)CC2)cc1OC	-6	90	-0.2	-9	10	-10	0.8	2	-3	0.5
CC(C)(C)C(=O)Nc1ccc(N2CCN(S(C)(=O)=O)CC2)cc1	-2	102	0.1	1	4	5	0.8	-3	-5	0.3
CC1CCCCC1NC(=O)NC(=O)COC(=O)c1cncc(Br)c1 (stereo not drawn)	0	100	1.0	-7	14	0	2.3	3	-7	0.1
COc1cc(NC(=S)N2CCOCC2)c(OC)cc1Cl	0	98	-0.5	-1	7	4	0.2	-11	-5	0.0
CSc1ncccc1C(=O)OCC(=O)c1cc(C)n(C)c1C	-7	95	-0.2	-13	-3	4	2.8	-2	3	0.1
COc1ccc(C(=O)C[n+]2ccc3c(c2)nc(-c2ccccc2)n3C)cc1	2	102	-1.1	-6	11	1	0.0	-4	7	0.2
O=C(NC(Cc1ccc(F)cc1)C(=O)O)c1ccccc1 (stereo not drawn)	2	89	1.4	8	4	-8	-2.3	-4	-1	0.0
Cn1ncc(Br)c1NC(=O)Nc1ccc(Cl)cc1	1	97	-0.8	-6	1	-1	-0.9	-10	3	-0.1
Cn1c(CSc2nc3ccc(Br)cc3[nH]2)nc2ccccc21	2	99	-3.0	6	0	-1	-1.1	0	2	0.3
O=C(c1ccc(Br)s1)N1CCN(c2ncccn2)CC1	2	86	-1.7	0	2	0	0.1	-6	5	-0.1
CCOC(=O)N1CCC(NC(=O)c2cc(C(=O)NC3CCN(Cc4ccccc4)CC3)ccc2CO)CC1	0	100	-1.6	0	11	1	0.2	1	-5	-0.2
CCOc1ccc(C(=O)N(c2ccccn2)C2CCCCC2)cc1	3	97	0.6	2	3	2	-0.4	-1	-6	0.3
CCOC(=O)c1sc(NC(=S)NC(=O)c2ccccc2)nc1C	2	93	0.8	-11	10	-1	-2.9	1	0	0.1
CCc1ccc(C(C)NC(=O)C2CCCC2)cc1 (stereo not drawn)	-3	97	0.6	0	4	7	1.1	2	8	0.0
CCN(CC(=O)Nc1c(F)cccc1F)C(=O)c1csc2c1CCCC2	0	98	-0.3	-4	-2	1	-2.2	-2	-3	0.2
COc1ccc(CNC(=O)CN(C(=O)c2csnn2)c2ccccc2F)cc1	0	98	-0.8	-1	8	-2	-0.7	13	-4	-0.2
CCOC(=O)C(C)Sc1nc(=O)n2cccc(C)c2n1 (stereo not drawn)	-1	100	0.8	14	-1	-1	-1.6	-4	1	-0.3
CCCCn1c(N)c(N(CC(C)C)C(=O)C2CCN(S(=O)(=O)c3ccc(Cl)cc3)CC2)c(=O)[nH]c1=O	0	100	-0.3	-1	0	0	1.4	-9	4	0.2
COc1cc(N=Nc2c(C)n(C)n(-c3ccccc3)c2=O)ccc1N	2	98	0.4	2	-26	-1	-3.1	2	5	-0.1
CCN(CC#CCC(O)(c1ccccc1)c1ccccc1)C(C)C	-4	102	1.5	0	-5	-8	1.4	-8	6	0.2
COc1ccc(C(=O)N/N=C/c2ccc(OC)c(CN3CCCc4ccccc43)c2)cc1	3	94	-0.4	4	3	-4	-1.0	-4	4	-0.2
O=C(/C=C/Nc1cccc([N+](=O)[O-])c1)c1cccs1	-10	92	-1.4	-1	19	-3	-1.3	-2	2	0.3
COc1cc(OC)c(C(=O)NCCCn2ccnc2)cc1OC	3	100	0.6	2	9	5	-1.9	-11	0	0.2
Additional compounds.
SMILES	Glyco luc inh	ABCB6 inh MLPCN	iPSC survival up	Cardio protect	MC4R antagonist	HTR2A ag	MC4R barr agon	Granule exo inh	ABHD5-PLIN5 inh	aDG glyco up
COc1ccccc1NC(=O)c1cccc2c(Br)cccc12	-4	96	0.6	-3	3	-1	2.0	1	0	0.0
CCCCc1cc(=O)oc2cc(OCC(=O)N3C[C@H]4C[C@@H](C3)c3cccc(=O)n3C4)ccc12	-3	90	2.3	2	0	-2	-0.7	3	3	-0.2
CS(=O)(=O)N1CCN(C(=O)Cc2ccccc2)CC1	2	108	-1.6	8	12	-3	-1.0	-2	3	-0.1
Cc1cc(S(=O)(=O)N2CCN=C2c2ccccc2)ccc1F	0	102	-3.2	-10	4	-3	0.3	0	-2	-0.2
Cc1ccc(C(=O)Nc2cc(-c3ccn[nH]3)c(C)n(N)c2=O)cc1	0	104	-1.1	4	26	1	0.1	3	-5	-0.3
NNC(=O)CN(CCc1ccccc1)S(=O)(=O)c1ccc(Cl)cc1	-1	102	-0.8	3	4	2	0.9	-3	6	0.2
Cc1csc(SCC(=O)c2c(N)n(C)c(=O)n(C)c2=O)n1	6	99	-0.3	16	2	-2	-2.4	1	-9	-0.1
Cc1ccc(C(=O)Cc2ccccc2)c(O)c1	-2	102	0.9	-3	-9	-1	-0.9	-17	0	0.0
CCCCn1c(N)c(N(CC)C(=O)C2COc3ccccc3O2)c(=O)[nH]c1=O (stereo not drawn)	2	97	-0.3	-3	9	-3	-1.4	3	1	0.0
C=C(C)c1cccc(C(C)(C)NC(=O)Nc2ccc(C)cn2)c1	0	99	2.9	-13	-2	15*	1.6	9	-12	0.5
CN(C)CCNC(=O)C1(C)Cc2c(-c3cccc(C(F)(F)F)c3)ccnc2O1 (stereo not drawn)	-1	93	-0.1	6	3	-6	0.1	8	4	0.2
C[C@H](CO)N1C[C@H](C)[C@@H](CN(C)S(=O)(=O)c2cn(C)cn2)Oc2ccc(NC(=O)Cc3ccccc3)cc2C1=O	3	89	-1.3	0	6	9	-1.0	5	-1	0.0
COc1cc(OC)cc(C(=O)N2CCN(C(=O)c3ccc(-c4ccccc4)cc3)CC2)c1	-2	100	-0.8	-5	-1	5	1.4	0	7	-0.2
C=CCNC(=S)N(Cc1ccccc1)Cc1ccc(F)cc1	-4	95	-0.7	-8	1	-6	-2.7	-1	-2	0.6
Cn1cc([N+](=O)[O-])c(C(=O)Nc2ccc3c(c2)OCCO3)n1	-7	92	-0.9	6	10	0	0.0	3	0	0.2
CC(=O)c1ccc(OCCOc2ccc(C#N)cc2)cc1	1	92	-0.6	-4	0	1	1.0	1	-3	0.0
CC(Sc1nnc2ccccn12)C(N)=O (stereo not drawn)	0	99	-0.3	10	8	-2	-0.7	-2	4	-0.2
CC(C)CC(=O)OC(C)(C)[C@@H]1Cc2c(ccc3ccc(=O)oc23)O1	1	99	-3.1	-6	7	0	4.2	1	4	0.1
O=C(NC1=NCCS1)C1CC(=O)N(c2ccc(F)cc2)C1 (stereo not drawn)	0	100	-4.2	11	2	2	0.2	-2	0	-0.1
COC(=O)c1ccc(NC(=O)CCN2CCN(CCC(=O)Nc3ccc(C(=O)OC)cc3)CC2)cc1	-2	87	-1.6	-8	5	-2	-0.5	2	-3	0.0
O=c1ccc2ccccc2n1Cc1cccc(F)c1	1	95	-0.5	4	1	7	-2.4	10	2	-0.1
COc1cccc(CNc2cccc(C(F)(F)F)c2)c1O	-1	96	-0.5	-14	-2	-3	1.4	-4	-10	-0.1
CCOC(=O)c1c(-c2ccc(OC)cc2)oc2cc(Br)c(O)cc12	-3	95	-0.7	-2	12	10	6.2	0	-1	-0.2
Cc1ccc(NC(=O)CSc2nc(N)cc(N)n2)cc1S(=O)(=O)N1CCOCC1	0	99	1.2	-5	5	-7	-0.7	0	-4	-0.2
O=C(NC1CCCC1)C(c1ccccc1)n1c(-c2cccs2)nc2ccccc21 (stereo not drawn)	.	.	.	.	.	-7	.	0	-2	-0.1
(cont.)
SMILES	Glyco luc inh	ABCB6 inh MLPCN	iPSC survival up	Cardio protect	MC4R antagonist	HTR2A ag	MC4R barr agon	Granule exo inh	ABHD5-PLIN5 inh	aDG glyco up
CC12CCC(=O)N1C(C(=O)NNC(=O)c1cccc(Cl)c1)CS2 (stereo not drawn)	0	94	-0.3	2	2	0	-3.7	-1	6	-0.1
CCOC(=O)C1(C)CCN1C(=O)c1cccc(Cl)c1 (stereo not drawn)	2	95	-2.6	1	6	-4	-1.1	4	-7	0.3
CN1CCN(c2nc3ccccn3c(=O)c2/C=C(\C#N)S(=O)(=O)c2ccccc2)CC1	3	98	-0.4	8	14	-1	-0.5	0	-1	0.0
COC(=O)c1ccc2nc(-c3ccccc3)c(Cc3ccccc3OC)n2c1	-1	103	-0.7	1	.	-2	.	6	-2	0.2
CCOc1ccccc1N(CC(=O)NCc1ccc(OC)cc1)S(C)(=O)=O	1	100	0.1	2	-5	5	0.0	-2	7	0.0
CCCN1C(=O)C(O)(C2CC(=O)CC(C)(C)O2)c2ccccc21 (stereo not drawn)	5	95	-3.0	2	-3	2	-1.3	8	-5	0.7
O=C(O)c1cccc(-n2c(/C=C/c3ccccc3)nc3ccccc3c2=O)c1	-2	95	-0.4	4	12	-5	-0.2	-7	-4	0.1
O=C(c1cccs1)N(CC1CCCO1)c1nc(-c2ccccc2)cs1 (stereo not drawn)	-2	94	-1.0	-7	9	-7	0.1	2	-7	0.2
COc1cccc(OCc2cc(C(=O)NCc3cnc4ccccn34)no2)c1	-5	93	-0.6	-11	6	-1	-0.5	10	-2	1.0
COc1cccc(C(=O)Nc2cccc(-c3ccc(N4CCOCC4)nn3)c2)c1OC	-9	91	-0.5	-6	-2	6	1.7	-2	2	-0.4
Cc1ccc(F)cc1NC(=O)CSCc1nc2sc(C)c(C)c2c(=O)[nH]1	2	99	-0.5	14	2	-7	-4.7	-7	-12	-0.2
C/C=C/CSc1nc2c(c(=O)[nH]c(=O)n2C)n1C(C)C	4	101	6.7	4	-11	-3	-2.4	-1	1	0.2
CC(=O)NC(CCS(C)(=O)=O)C(=O)Nc1cc(Cl)ccc1Cl (stereo not drawn)	2	?	0.9	0	0	-1	-0.6	-2	0	-0.2
O=C(NCN1CCc2ccccc2C1)c1cnccn1	1	79	-0.8	14	-1	-1	-0.2	-1	-1	-0.3

Outcome played no part in choosing rows; 4.5% or so of the library scored in one or more.
